High-throughput results: PubChem BioAssay, National Center for Advancing Translational Sciences (NCATS)
AmpC detergent – blocks E. coli AmpC beta-lactamase in detergent assay. actives 0.041% (n = 370,000). Potency, µM (series often up to 114 µM), inactives show at the top dose activity change, negative = inhibition, most hits filed as inhibitors. AmpC hydrolysis of nitrocefin, absorbance 480 nm, 0.01% Triton. P00811;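 further: potency means the concentration at half of the fitted maximal effect; 0% = no-compound wells and -100% = no-enzyme wells; nearly all actives have a fitted effect of over 25% in size; some results filed as inactive show a strong effect at the top dose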
Target sequence (P00811 whole entry, looked up): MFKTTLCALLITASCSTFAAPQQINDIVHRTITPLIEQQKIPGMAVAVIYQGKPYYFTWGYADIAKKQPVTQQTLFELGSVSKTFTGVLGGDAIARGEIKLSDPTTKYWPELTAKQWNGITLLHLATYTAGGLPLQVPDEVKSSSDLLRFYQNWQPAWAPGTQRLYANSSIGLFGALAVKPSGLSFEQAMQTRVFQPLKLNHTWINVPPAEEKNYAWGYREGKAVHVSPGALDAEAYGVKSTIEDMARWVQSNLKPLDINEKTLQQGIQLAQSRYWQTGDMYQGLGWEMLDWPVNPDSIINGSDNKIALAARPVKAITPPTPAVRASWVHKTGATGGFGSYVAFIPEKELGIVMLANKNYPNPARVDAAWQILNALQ
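AmpC (5.3 nM in the dispensed reagent) in 20 mM phosphate pH 7.0 with 0.01% (detergent screen) or 0.0001% Triton X-100 was preincubated with compounds for 15 min at room temperature. Nitrocefin was then added from an 800 uM solution, and hydrolysis was followed at 480 nm.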
HCMV inh – blocks human cytomegalovirus replication; HFF cells, HCMV-luciferase reporter, 72 h; active compounds read low; activity change, negative = inhibition, % at 57.5 µM; actives 4.5% (n = 410,000); AID 1259415; in the data active means activity change below about -60%; inconclusive means no clear call, values can overlap the other calls; inactive means above about -39%; further: on the % scale 0 is the no-effect control and ±100 the full control effect
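Two-dose cell screen: HFF monolayers treated with compounds and infected with luciferase-expressing HCMV at 1 PFU/cell, 72 h at 37C, then lysed for luciferase measurement.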
Shiga inhibitor – Shiga toxin inhibition; actives 9.2% (n = 290,000); Vero cells, Shiga toxin protein synthesis inhibition reporter; inhibition, % at 38.7 µM; in the data active means inhibition mostly above about 28%, no sharp cut-off; inactive means mostly below about 43%; further: 0% is about no effect
FBPA Giardia inh – Giardia lamblia aldolase inhibition | A8B2U2 | purified Giardia FBPA | Potency, µM (highest dose often 59.6 µM), without a hit: at the highest dose activity, negative = inhibition, hits mostly inhibitors | actives 0.71% (n = 290,000); further: potency means the concentration at half of the fitted maximal effect; on the % scale 0 is the no-effect control and ±100 the full control effect; nearly all actives have a fitted effect of over 55% in size
Target sequence (A8B2U2 whole entry, looked up): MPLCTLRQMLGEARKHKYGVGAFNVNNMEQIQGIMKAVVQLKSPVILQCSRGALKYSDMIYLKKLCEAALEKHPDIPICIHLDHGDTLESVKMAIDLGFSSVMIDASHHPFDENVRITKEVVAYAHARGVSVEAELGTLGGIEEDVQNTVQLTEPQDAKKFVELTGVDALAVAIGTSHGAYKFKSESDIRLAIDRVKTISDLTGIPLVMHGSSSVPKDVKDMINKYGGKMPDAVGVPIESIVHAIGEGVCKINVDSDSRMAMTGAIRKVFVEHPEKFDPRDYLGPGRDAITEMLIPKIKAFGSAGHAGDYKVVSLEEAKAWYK
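Giardia FBPA (40 nM reagent) was preincubated 10 min at RT with compound (up to 57.5 uM final), then substrate plus GAPDH/TPI/NAD/arsenate coupling system with diaphorase/resazurin was added; resorufin fluorescence (525/598 nm) was read after 20 min.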
CHX counter – counter-screen for Shiga toxin inhibitors: cycloheximide protein synthesis inhibition | cell reporter, cycloheximide protein synthesis inhibition counterscreen | max response, % | actives 12% (n = 300,000) | AID 2314; in the data active means max response mostly above about 13%, no sharp cut-off; inactive means mostly below about 14%; further: read at 38.3 µM for the half of the compounds with a filed dose; 0% is about no effect
AMA1-RON2 inh – disrupts binding of P. falciparum AMA1 to RON2 | AlphaScreen AMA1-biotinylated RON2 peptide binding | Potency, µM (top dose mostly 58.2 µM), for the others: top-dose activity change, negative = inhibition, most hits filed as inhibitors | actives 0.2% (n = 360,000) | AID 720542;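 further: potency means the concentration at half of the fitted maximal effect; 0% = vehicle wells and -100% = peptide control; nearly all actives have a fitted effect of over 45% in size; some results filed as inactive show a strong effect at the top dose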
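AMA1 (3D7) with his tag at 25 nM final met compounds first, then biotinylated RON2 peptide at 25 nM; detection used donor plus acceptor beads, 10 µg/mL apiece, read by AlphaScreen after 30 min at room temperature.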
AmpC no deterg – AmpC beta-lactamase inhibition without detergent; P00811; AmpC nitrocefin hydrolysis, absorbance 480 nm, 0.0001% Triton; Potency, µM (titrated, usually from 57.1 µM), for the others: at the highest dose activity change, negative = inhibition, hits mostly inhibitors; actives 0.52% (n = 330,000);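 further: potency means the concentration at half of the fitted maximal effect; plate controls were no compound for no effect and no enzyme for full effect; nearly all actives have a fitted effect of over 20% in size; some results filed as inactive show a strong effect at the top dose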
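20 mM phosphate pH 7.0 + 0.01% (detergent screen) or 0.0001% Triton X-100; 5.3 nM AmpC reagent; cpd preinc 15 min RT; nitrocefin (800 uM stock) to start; A480 q20 s × 4 min; Activity was normalised to no-enzyme and no-compound control wells.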
Starred values were filed as active, the others as inactive; ? = inconclusive; / = not tested or not shown; [ ] = remark or other dose. Unless noted, the call rests on the fitted dose curve; in most records, active means well fitted curve in the direction sought with a large enough effect; inconclusive means small, poorly fitted or top-dose-only effect, or another doubt; inactive means no such curve, though single readings can be large; an effect the other way counts as inactive or inconclusive.

SMILES,AmpC detergent,HCMV inh,Shiga inhibitor,FBPA Giardia inh,CHX counter,AMA1-RON2 inh,AmpC no deterg
CCOP(=O)(CN(CC)C(=O)c1ccccc1Br)OCC,1%,2,-1,-2%,-4,19%,17%
CCc1ccc(NC(=O)N(C2CCCCC2)C(C)c2cccnc2)cc1 (stereo unspecified),?,33,80,0%,33*,-2%,-9%
O=C(Cc1ccc(-c2ccccc2)cc1)NC1CCCC1,-12%,43,-14,6%,1,7%,-4%[11.4 µM]
Cc1c(Cl)cnc(NC(=O)CSc2nncs2)c1Cl,-2%,?,-17,-29%,6,1%,-1%
CC(=O)N1CCOc2ccc(S(=O)(=O)NC[C@H]3O[C@@H](n4cnc5c(N)ncnc54)[C@H](O)[C@@H]3O)cc21,/,15,/,/,/,-3%,-12%
Nc1cc(-c2ccc(Cl)cc2)nn1S(=O)(=O)c1ccc(Cl)cc1,?,-25,-16,-3%,-1,-1%,-30%
Cc1ccc(NC2=CC(=O)CC(C)(C)C2)c(N)c1,?,-1,128*,-22%,60*,5%,-1%
CCCc1cc(=O)[nH]c(SCC(=O)N2CCOCC2)n1,-1%,14,-2,?,-5,-5%,-4%
O=C(COc1ccccc1)NCCS(=O)(=O)N1CCN(c2ccccc2)CC1,-10%,-7,/,/,/,2%,7%
Cc1cc(C)cc(NC(=O)c2cccnc2)c1,-13%,8,2,6%,-1,-4%,-13%
CC1(C)CC2(CC(c3cccs3)c3cc(Cl)c(O)cc3O2)NC(=S)N1 (stereo unspecified),-10%,?,-12,0%,-2,32%[activator],-48%
O=C(c1cnsn1)N1CCN(c2ccccn2)CC1,-3%,13,1,4%,0,-7%,-11%
CCC(C)NCC(O)(c1ccc(Cl)cc1)c1ccc(Cl)cc1 (stereo unspecified),0%,-25,-19,4%,-3,-10%,44%
CCc1ccccc1NC(=O)Nc1ccsc1C(=O)OC,?,38,28,6%,13,-13%,-36%
CC(=O)Nc1ccc(NC(=O)CN(C)CCC#N)cc1,?,-3,33,2%,-1,2%,-8%
N#Cc1cn(N2CCCCC2)c(=O)[nH]c1=O,-11%,6,-8,-13%,-4,-8%,-3%
COc1cc(C(=O)NCC(=O)N/N=C/c2cccs2)cc(OC)c1OC,3%,?,-7,5%,-5,-5%,-16%
COc1ccc(CCNC(=O)CSc2nnc(CNC(=O)c3cc(OC)c(OC)c(OC)c3)o2)cc1OC,-5%,-2,-4,/,-6,11%,30%
COCCN1CCn2c(nc3cc(NC(C)=O)ccc32)C1,-2%,15,-5,-24%,-4,-1%,33%
CC1=C(C(=O)Nc2ccc(Cl)cc2)C(c2ccncc2)C(C#N)=C(SCC(N)=O)N1 (stereo unspecified),-2%,-15,-10,-13%,-3,0%,-14%
COc1ccccc1/C=C/C=C1\Oc2c(ccc(O)c2CN(C)C)C1=O,3%,-16,29,0%,13*,0%,67%[activator]
C/C(=C\C(=O)c1ccccc1)Nc1cccc(O)c1,-18%,161,141*,-5%,29*,-4%,-29%
Cc1c(NC(=O)C(C)OC(=O)[C@@H](NC(=O)c2ccccc2)C(C)C)c(=O)n(-c2ccccc2)n1C (stereo partly specified),?,66,5,0%,-3,6%,-22%
CCc1c(C)[nH]n(-c2ccc(Oc3ccccc3)c(S(=O)(=O)O)c2)c1=O,-7%,/,-7,3%,-3,-23%,-26%
CCOc1ccccc1CNC(=O)c1ccc2nc(N3CCOCC3)sc2c1,-8%,8,-7,5%,1,-6%,147%[activator]
CN(C)S(=O)(=O)c1cccc(C(=O)Nc2ccc(N3CCOCC3)cc2)c1,-9%,-79*,-6,-25%,-4,-4%,-15%
N#CCCN1CCN(C2=NC(=O)C(=C3CCCCC3)S2)CC1,8%,69,61,-7%,35*,-10%,13%
Cc1ccc2c(c1)C(O)(CC(=O)c1ccc(C)s1)C(=O)N2 (stereo unspecified),-2%,-7,13,2%,1,1%,-10%
O=C(Cn1cnc2scc(-c3cccc([N+](=O)[O-])c3)c2c1=O)NCc1ccco1,0%,9,3,-10%,-4,-19%,-54%
Cc1cc(C)nc(N/N=C2/CCCC/C2=C\c2ccccc2)n1,?,-113*,8,0%,8,57%[activator],-18%[11.4 µM]
O=[N+]([O-])c1ccc(/C=N/N/C(=N/c2ccccn2)c2ccccn2)cc1,-1%,30,50,-1%,40*,21%,-18%
Cc1csc(=Nc2ccccc2)n1Cc1ccco1,4%,-10,31,1%,29*,-7%,-4%
CSc1ccc(C(=O)C2CCCN(Cc3cc4ccccc4[nH]3)C2)cc1 (stereo unspecified),-1%,-9,-2,-5%,-4,32µM*,-29%
O=C(C1CCN(S(=O)(=O)c2ccc(Br)s2)CC1)N1CCCCC1,-7%,-26,-3,8%,-1,-10%,19%
O=C(NCCCN1CCCCCC1)c1cc2c(=O)oc3ccccc3c2s1,1%,5,-8,-9%,-2,-20%,50%
CCOc1ccccc1-n1cnc2cc(C(=O)NCc3ccco3)ccc21,0%,-16,-14,-5%,-4,-1%,-20%
COc1ccc(C(=O)NC(=S)NNC(=O)Cc2cccs2)cc1,?,51,55*,?,18*,91%[activator],-28%
CNNC(=S)Nc1cccc(C(F)(F)F)c1,-5%,41,-3,-23%,-2,73%[activator],-13%
Nc1cc(N)nc(SCC(=O)N2CCCCC2)n1,?,50,-6,-1%,-4,0%,-23%
NC(=O)CCCSc1nc2ccccc2[nH]1,0%,-15,-17,-16%,-1,11%,-23%
CCn1c(-c2csc3ccccc23)n[nH]c1=S,-10%,-39,-9,1%,-3,42%[activator],-14%
COc1ccc(OC)c(S(=O)(=O)N2CCC(C(=O)NC3CCCCC3)CC2)c1,-12%,-14,-5,11%,-1,-1%,57%
COc1ccccc1-c1nnc(NC(C)=O)s1,3%,35,49*,3%,38*,0%,-10%
O=C(/C=C/c1ccccc1)c1c[nH]c2ccccc12,-11%,18,64*,0%,34*,0%,-26%
COc1ccc(OC)c(C(=O)c2ccc(C(=O)Nc3ccc(NC(C)=O)cc3)cc2)c1,-11%,?,-1,/,4,-11%,-11%
CN(C(=O)COc1ccc(Cl)cc1Cl)C1(C)CCS(=O)(=O)C1 (stereo unspecified),?,0,/,/,/,-14%,?
O=C(CCN1C(=O)/C(=C/c2cccs2)SC1=S)Nc1ccc(O)cc1,-15%,-22,28,3%,2,-10%,?
O=c1oc2cc(Br)ccc2n1Cc1ccccc1,4%,-6,-15,1%,1,2%,-24%
CCn1c(O)c(C(c2ccccn2)c2c(O)n(CC)c(=S)[nH]c2=O)c(=O)[nH]c1=S,0%,22,-10,18µM*,-1,-10%,-2%
Cn1c(SCc2cccc(C#N)c2)nc2ccccc2c1=O,?,-64*,-2,-3%,-1,9%,-18%

5 entries picked at random from those above, as already listed:
SMILES,AmpC detergent,HCMV inh,Shiga inhibitor,FBPA Giardia inh,CHX counter,AMA1-RON2 inh,AmpC no deterg
CN(C(=O)COc1ccc(Cl)cc1Cl)C1(C)CCS(=O)(=O)C1 (stereo unspecified),?,0,/,/,/,-14%,?
CCn1c(O)c(C(c2ccccn2)c2c(O)n(CC)c(=S)[nH]c2=O)c(=O)[nH]c1=S,0%,22,-10,18µM*,-1,-10%,-2%
Cc1ccc2c(c1)C(O)(CC(=O)c1ccc(C)s1)C(=O)N2 (stereo unspecified),-2%,-7,13,2%,1,1%,-10%
CCn1c(-c2csc3ccccc23)n[nH]c1=S,-10%,-39,-9,1%,-3,42%[activator],-14%
O=C(C1CCN(S(=O)(=O)c2ccc(Br)s2)CC1)N1CCCCC1,-7%,-26,-3,8%,-1,-10%,19%

Next part:
SMILES,AmpC detergent,HCMV inh,Shiga inhibitor,FBPA Giardia inh,CHX counter,AMA1-RON2 inh,AmpC no deterg
O=C(N/N=C/c1c[nH]c2ccccc12)c1ccc(Cl)cc1,-6%,-39,72*,3%,34*,17%,-44%
O=C(Cc1ccc([N+](=O)[O-])cc1)NCc1cccnc1,-8%,8,-4,2%,0,13%,-52%
Cn1c(SCC(=O)NCCc2ccccc2)nnc1C1CCCCC1,-2%,4,-10,2%,-8,-6%,14%
CCOC(=O)c1c(C)[nH]c(C)c1S(=O)(=O)N1CCN(c2ccc(F)cc2)CC1,0%,29,12,/,-1,-14%,0%
O=C(Nc1nncs1)c1ccc(S(=O)(=O)c2ccccc2)cc1,2%,-34,8,25%,1,1%,-14%
CCc1ccc(C(c2c(C)nn(-c3ccccc3)c2N)c2c(C)nn(-c3ccccc3)c2N)cc1,-1%,29,-4,-2%,2,?,164%[activator]
O=C(O)CC(NC(=O)C12CC3CC(CC(C3)C1)C2)c1ccc(OC2CCCC2)cc1 (stereo unspecified),8%,-4,-17,19%,-7,-4%,-15%
COc1cccc(/C=C/C(=O)OCC(=O)NCc2ccc(Cl)cc2)c1,3%,-30,18,3%,-3,52%[activator],-20%
O=C(NN1CCOCC1)c1c(-c2ccccc2)sc2ccccc12,/,-27,/,/,/,8%,-8%
Cc1ccc(C2=NOC(C)(c3nnc(-c4ccc(Cl)cc4)o3)C2)cc1 (stereo unspecified),-7%,-1,-5,-6%,-2,7%,-6%
CCOC(=O)c1cnc(-n2nc(C)cc2C)nc1NCCO,?,18,-4,/,-2,83%[activator],0%
CN(C)CCn1c(C(=O)O)cc2ccccc21,1%,-8,-2,-4%,6,-2%,-3%
O=C(CCc1ccccc1)Nc1nc2c(F)cc(F)cc2s1,0%,-18,113*,-7%,45*,9%,-36%
CCn1c2ccccc2c2cc(NC(=O)COC(=O)c3cc(S(=O)(=O)N4CCCCC4)ccc3Cl)ccc21,-8%,-3,-7,-4%,2,-7%,-34%
CC1=C(C(=O)Nc2cccc([N+](=O)[O-])c2)C2(CCC(C)CC2)OC1=O (stereo unspecified),-1%,28,23,-5%,3,-27%,-17%
CCOC(=O)C1CCN(CC(O)COCc2ccc3c(c2)OCO3)CC1 (stereo unspecified),?,-6,25,0%,-8,1%,-7%
CCc1nnc(NC(=O)CN2C(=O)c3ccccc3C2=O)s1,-16%,-19,-9,0%,-3,33%[activator],-13%
CCOc1ccc(NC(=O)c2ccc3c(c2)CCN3S(C)(=O)=O)cc1,-9%,-13,-10,6%,-2,21%,-4%
O=C(/C=C/c1cccc([N+](=O)[O-])c1)N1CCN(c2ccc(F)cc2)CC1,0%,-34,-7,4%,-1,0%,-15%
Cc1cc(C)n(-c2cc(N3CCN(C(=O)c4cccc(Br)c4)CC3)ccc2[N+](=O)[O-])n1,-5%,-27,-8,-2%,17,-19%,75%[activator]
COc1ccc(C(=S)N2CCN(c3ccccc3C)CC2)cc1,1%,?,14,1%,-1,-7%,38%
